IDE inh: inhibits human insulin-degrading enzyme in HEK cells. P14735. FAbetaB cleavage, fluorescence polarization. inhibition, % at 5.59 µM. 320,000 compounds, 0.41% hits. AID 434962;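 active = percent inhibition above the average of all tested compounds plus 3 SD, set per screening campaign, cut at about 16% in these data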;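 also: IDE supplied by intact live HEK cells; FP after avidin binding of uncleaved biotin substrate so inhibition keeps polarization high; 0% = DMSO wells and 100% = 60 µM reference IDE inhibitor Ii1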
FID counter: displaces DNA intercalator in HCV helicase counter-screen; DNA fluorescent intercalator displacement, fluorescence; inhibition, % at 7.9 µM; 290,000 compounds, 0.17% hits; in the data active = inhibition above about 37%;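 also: 0% = vehicle and 100% = reference compound; higher means more ethidium bromide displaced from hairpin DNA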
NS3 helicase inh: HCV NS3 helicase inhibition | NS3 helicase DNA unwinding, Cy5 molecular beacon fluorescence | inhibition, % at 10.9 µM | 290,000 compounds, 0.56% hits | AID 1800;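 active = inhibition above the mean of all tested compounds plus 3 SD, set per campaign, cut at about 35% in these data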;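 also: 0% = DMSO wells and 100% = thioflavine S control wells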
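System: NS3 helicase fragment of HCV / Schedule: 1 h at 25 °C / Control set: DMSO alone as 0% and 110 µM thioflavine S as 100% / Reagent: Cy5/quencher beacon DNA duplex and ATP to start / Technique: Cy5 fluorescence / Replication: singlicate / Evaluation: % inhibition of end-to-start signal ratio versus controls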
p-CIP stab down: lowers stability of the mouse p/CIP coactivator protein | Q05BA5 | F442A p/CIP-EGFP cells, EGFP fluorescence, 16 h | decrease of EGFP signal, % at 10 µM | 290,000 compounds, 0.01% hits | AID 1984;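 active = EGFP signal decrease of at least 30% at 10 µM or well 3 SD below plate mean, unless failing retest; inactive = the rest, including hits failing retest or dose response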; also: some compounds called inactive have numbers as strong as hits; many of its hits are not listed in these tables
IDE act: boosts human insulin-degrading enzyme activity in HEK cells | FAbeta-B cleavage, fluorescence polarization; 0% vehicle, 100% cell-free pure enzyme wells | activation, % at 5.96 µM | 340,000 compounds, 0.073% hits | AID 493087;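 active = activation above the mean of all tested compounds plus 3 SD, set per screening campaign, cut at about 17% in these data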
PfM18AAP inh: blocks P. falciparum M18 aspartyl aminopeptidase; recombinant PfM18AAP, H-Glu-NHMec fluorogenic cleavage; inhibition, % at 7.35 µM; 290,000 compounds, 1.2% hits; AID 1822;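 active = inhibition above the campaign mean inhibition over all tested compounds plus 3 SD, cut at about 28% in these data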;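 also: 0% = plate median of test compound wells and 100% = 2 mM ZnCl2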
IMP-1 inh: inhibitors of Pseudomonas aeruginosa IMP-1 metallo-beta-lactamase. purified IMP-1, nitrocefin hydrolysis, epi-absorbance fluorescence. 290,000 compounds, 0.45% hits. inhibition, % at 5.6 µM;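 active = inhibition above the mean plus 3 SD of all compounds in the same screening run, cut at about 4.5% in these data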;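 also: 0% = IMP-1 with DMSO and 100% = DMSO wells lacking enzyme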
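System: Purified recombinant IMP-1 metallo-beta-lactamase enzyme | Measured by: Fluorescence quenching readout, ex 480/em 530 nm | Replication: Singlicate | Incubation: 15 min preincubation plus 25 min reaction at 25 °C | Evaluation: Percent inhibition from optical density relative to buffer-blank wells | Benchmarks: DMSO with and without IMP-1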
SUMO HTRF inh: blocks human SUMOylation mediated by UBC9; P63279; inhibition, % at 35 µM; HTRF SUMOylation assay, SAE1/SAE2 + UBC9, in vitro; AID 2006; 290,000 compounds, 0.36% hits; in the data active = inhibition above about 50%, passing the limit was not always enough; also: strong numbers were not always called active
Target sequence (P63279 whole entry, looked up): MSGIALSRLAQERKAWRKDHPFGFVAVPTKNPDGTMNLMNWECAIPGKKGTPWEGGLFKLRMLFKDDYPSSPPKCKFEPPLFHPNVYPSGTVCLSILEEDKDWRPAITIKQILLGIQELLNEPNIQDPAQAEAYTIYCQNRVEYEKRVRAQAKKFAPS
VIM-2 inhibitor: inhibitors of Pseudomonas aeruginosa VIM-2 metallo-beta-lactamase; purified VIM-2, nitrocefin hydrolysis, epi-absorbance fluorescence; inhibition, % at 5.6 µM; 290,000 compounds, 0.89% hits; AID 1527;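 active = inhibition above the mean of all tested compounds plus 3 SD, cutoff set per screening run, cut at about 7.5% in these data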;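 also: red hydrolysis product quenches plate fluorescence so inhibitors raise well fluorescence; 0% = enzyme with DMSO and 100% = DMSO without enzyme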
* marks the source's active call; other numbers are inactive results.

SMILES | IDE inh | FID counter | NS3 helicase inh | p-CIP stab down | IDE act | PfM18AAP inh | IMP-1 inh | SUMO HTRF inh | VIM-2 inhibitor
CN1CCN(CCCNC(=O)c2ccc3c(c2)N(Cc2ccccc2)CCS3)CC1 | -0.2 | 15.5 | -50.4 | 1.3 | 4.2 | -5.3 | -3.1 | 17.7 | -2.9
O=C(Cn1c(C(=O)NCCCN2CCOCC2)cc2sccc21)c1ccccc1 | 0.1 | 10.3 | -0.7 | -20.7 | -4.5 | 4.1 | -1.6 | 14.1 | -1.8
CCc1ccccc1NC(=O)CCCN1C(=O)C2CC=CCC2C1=O (stereo not given) | 5.4 | -20.2 | 2.3 | 3.4 | 0.7 | -7.7 | 1.6 | -1.7 | -4.3
Cn1c(=O)n(C)c2cc(NS(=O)(=O)c3ccc(Cl)s3)ccc21 | 6.1 | -16.2 | -2.1 | 3.5 | 5.6 | -4.8 | -0.7 | 11.3 | -0.2
CCN(CC)P(=O)(Nc1cccc(C(F)(F)F)c1)c1ccc(N(C)C)cc1NC(=O)c1ccco1 (stereo not given) | -3.1 | -13.1 | 5.9 | 7.1 | -3.4 | 2.0 | -1.3 | -32.7 | -1.6
Clc1ccc2nc(CN3CCCCCC3)cn2c1 | -3.7 | -2.2 | 3.7 | -6.7 | 6.7 | 6.3 | -3.1 | 12.0 | -1.8
O=C(CCc1ccc(S(=O)(=O)NCc2ccccc2)cc1)NCC1CCCO1 (stereo not given) | -1.5 | -8.0 | -0.7 | -16.2 | -1.2 | 3.3 | -4.0 | 14.4 | -1.7
CC(=NCCc1ccccc1)C1=C(O)COC1=O | -3.7 | -3.0 | 8.3 | -2.9 | 3.6 | -0.7 | -1.6 | -2.7 | -3.6
O=C(CSc1ccccn1)N1CCN(c2cccc(Cl)c2)CC1 | 1.3 | -13.4 | -1.8 | -18.0 | -6.5 | 6.5 | -2.5 | -6.3 | -2.0
CCOc1ccc(NC(=O)CN(C)CC(=O)Nc2ccc(Br)cc2F)cc1OCC | 0.0 | -26.9 | -7.8 | 5.9 | -1.5 | 3.7 | -2.7 | -14.3 | -2.6
COc1cc2c(C(=O)O)c(C)n(C)c2c2ccccc12 | -2.9 | -3.1 | 7.5 | -5.0 | -3.5 | -9.0 | 2.4 | 12.0 | 2.3
O=C(CCN1C(=O)C2C3C=CC(C3)C2C1=O)Nc1ccc2ncccc2c1 (stereo not given) | 4.4 | 3.8 | -7.3 | -30.2 | 5.0 | 3.8 | -0.9 | 16.5 | 1.3
Cc1ccc(CN2C(=NC(=O)CCC(=O)O)SC3CS(=O)(=O)CC32)cc1 (stereo not given) | 0.3 | -2.7 | 6.4 | -5.1 | 0.7 | -1.9 | -1.4 | 26.5 | -1.5
O=c1c(Cc2c(F)cccc2Cl)c(O)ccn1CCc1ccccn1 | 12.2 | -6.2 | 3.4 | 5.8 | 0.5 | -5.8 | -0.3 | 10.4 | 0.5
CCCNC(=O)Nc1ccc(C(F)(F)F)cc1 | -1.3 | 1.6 | 9.4 | 4.8 | -1.1 | 3.6 | 0.4 | 5.7 | 0.0
O=C(NCCN1CCOCC1)c1ccc2c(c1)N(Cc1c(F)cccc1Cl)C(=O)c1ccccc1S2 | 4.5 | 2.0 | -40.8 | -3.3 | 1.4 | 0.7 | -2.3 | 2.4 | -3.3
COC(=O)c1ccc2c(=O)[nH]c(CSc3nnc(C(F)(F)F)n3C)nc2c1 | -11.0 | -8.7 | 15.6 | -1.4 | 4.3 | -4.7 | 1.2 | 11.6 | -2.8
Cc1cc([N+](=O)[O-])ccc1NCc1ccc2ccccc2c1 | -4.0 | 3.0 | -0.2 | -0.9 | -2.7 | 2.5 | -2.3 | -31.6 | -0.7
CSCC(=O)N1CCC(n2nccc2NC(=O)CCc2ccccc2)CC1 | 4.2 | -7.9 | 1.2 | 5.3 | 1.6 | -2.1 | -2.3 | 6.4 | -2.4
COc1ccc(C(O)C(CC(=O)NCCCOC(C)C)C(=O)NCCCOC(C)C)cc1OC (stereo not given) | 8.8 | -1.7 | -22.9 | -0.1 | 6.5 | -8.3 | -1.3 | -24.9 | -0.7
COC(=O)Cc1n[nH]c(=O)c2ccccc12 | -0.1 | -3.4 | 11.9 | -4.2 | 1.4 | 7.7 | -0.1 | 14.7 | 2.2
CC(C)(C)c1cc(CCC(=O)NNC(=O)c2ccco2)cc(C(C)(C)C)c1O | 2.9 | -14.8 | 3.4 | 5.0 | 2.5 | 2.6 | 0.0 | -16.7 | -1.6
S=c1[nH]nc(NCCc2ccccc2)s1 | 3.8 | 0.6 | 2.7 | 14.8 | -0.5 | -2.9 | -1.9 | 8.4 | -1.2
COc1c(S(=O)(=O)N2CCN(c3ccc(F)cc3)CC2)ccc(Cl)c1Cl | 4.4 | -3.9 | -1.7 | -2.8 | 3.6 | 7.1 | -0.9 | 5.8 | -3.3
CCCCn1c(SCC(N)=O)nc2ccc(N3CCOCC3)cc2c1=O | 3.1 | 0.8 | 28.4 | 5.3 | -1.0 | 1.9 | -3.4 | 16.1 | -3.6

Limited to FID counter (two entries from above):
Compound | FID counter
CCc1ccccc1NC(=O)CCCN1C(=O)C2CC=CCC2C1=O (stereo not given) | -20.2
Cn1c(=O)n(C)c2cc(NS(=O)(=O)c3ccc(Cl)s3)ccc21 | -16.2

(listing goes on)
SMILES | IDE inh | FID counter | NS3 helicase inh | p-CIP stab down | IDE act | PfM18AAP inh | IMP-1 inh | SUMO HTRF inh | VIM-2 inhibitor
CC(C)CCn1c(S(=O)(=O)O)nc2ccccc21 | 1.6 | -6.1 | 6.1 | -4.7 | 1.5 | 5.5 | -3.0 | -6.0 | -2.9
CC1(C)CC2CC(C)(CN2/C=C2/CCCCC2=O)C1 (stereo not given) | 3.7 | -14.1 | 11.9 | -11.8 | 3.1 | 4.0 | 0.2 | -2.1 | -0.6
COc1ccc(NC(=S)Nc2ccccc2F)c(OC)c1 | -9.8 | -2.3 | 2.0 | 1.0 | 1.8 | 6.3 | 0.1 | 4.1 | 1.8
CC(C)(C)NC(=O)C(OC(=O)c1ccco1)c1ccc(Cl)cc1 (stereo not given) | -0.5 | -13.0 | -4.6 | -7.2 | 5.5 | 3.8 | -3.1 | 4.7 | -1.1
CCOc1cc(CNCCO)c(Cl)cc1OCC(=O)NCCc1ccccc1 | 0.7 | 5.8 | 5.7 | 4.0 | -0.1 | -9.7 | -2.6 | 12.6 | -1.0
COc1ccc(CCn2c(C(C)C)nc3c(c(=O)c4ccccc4n3C)c2=O)cc1 | 0.8 | -8.8 | 1.2 | 1.0 | -5.0 | 2.1 | -2.7 | 12.6 | -3.6
CC(=O)N1C(=O)C(=C2C=C(C)OC(C)=C2)c2ccccc21 | -3.5 | -1.6 | 3.8 | -5.4 | 1.4 | 5.0 | -3.5 | 23.7 | -1.2
CCCc1[nH]nc2c1C(/C(C)=C/c1ccccc1)C(C#N)=C(N)O2 (stereo not given) | 2.3 | -9.3 | -9.3 | -10.7 | 1.4 | -1.2 | -1.5 | -2.7 | 1.0
CCN1CCC2(CC1)C(C#N)=C(N)Oc1c2sc2nc(C)cc(C)c12 | 35.1* | 10.5 | -2.4 | -5.5 | -14.7 | 33.3* | -0.2 | -1.0 | 0.2
Cc1cccc(NC(=O)NCCc2c[nH]c3ccccc23)c1 | -0.9 | -6.9 | -0.5 | -1.1 | -1.1 | 4.0 | -2.3 | -1.4 | -0.1
COCCN1C(=O)c2oc3ccccc3c(=O)c2C1c1cccc(O)c1 (stereo not given) | 0.2 | -2.4 | -4.4 | -11.1 | 7.0 | -6.5 | -2.1 | 4.8 | -1.7
Cc1nc2nc(SCC(=O)O)nn2c(C)c1Cc1c(F)cccc1Cl | -2.3 | -29.0 | -20.3 | 14.0 | 3.1 | 3.6 | -0.8 | 5.8 | -1.1
Cc1cc2c(cc1S(=O)(=O)Nc1c(C)cccc1C)n(C)c(=O)c(=O)n2C | -1.6 | -11.2 | -0.1 | -6.3 | 1.3 | 4.2 | -2.6 | 7.2 | -1.9
Cc1cn(-c2ccccc2)c(C)c1/C=N\Nc1nc(N2CCOCC2)nc(N2CCOCC2)n1 | 3.4 | -15.3 | -0.6 | 18.5 | 5.0 | 3.1 | -4.8 | 1.4 | -5.7
O=C(NCc1cccnc1)C1c2ccccc2C(=O)N1C1CCCCCC1 (stereo not given) | 1.9 | 4.0 | -1.3 | -5.3 | 9.1 | -12.3 | -0.9 | 19.8 | -1.1
COC1=CC(=Cc2c(N)n3nc(CC(=O)N4CCCCC4)sc3nc2=O)C=C(OC)C1=O | 40.6* | -46.4 | 14.8 | -727.0 | -78.7 | 19.3 | -1.3 | -6.2 | 2.7
Cc1cc(Br)ccc1SCC(=O)N1CCN(S(=O)(=O)c2ccccc2)CC1 | 4.3 | -42.0 | -6.0 | -13.2 | 3.9 | 7.9 | -2.2 | -4.3 | -1.6
O=S(=O)([O-])CCC[n+]1c(SCCCS(=O)(=O)O)sc2ccc(Cl)cc21 | 6.3 | -9.2 | 12.3 | 0.6 | -2.4 | -136.5 | 0.5 | 11.0 | 1.9
CCc1ccc(NC(=O)C2CCN(S(=O)(=O)c3ccc4c(c3)NC(=O)CO4)CC2)cc1 | 6.2 | -35.0 | 1.8 | -4.1 | -5.3 | 2.2 | -1.9 | -4.6 | -1.8
Cc1nn(Cc2ccccc2)c(=O)c2nn(-c3ccc(Cl)cc3)c(C)c12 | -4.0 | -12.8 | -0.6 | 4.0 | 4.2 | 5.9 | -1.4 | 16.6 | -2.0
O=[N+]([O-])c1ccc(C2CCCC/C2=N/OCc2ccccc2F)c([N+](=O)[O-])c1 (stereo not given) | -0.4 | 0.5 | -9.9 | -0.3 | -4.6 | 2.2 | -0.6 | 1.7 | 0.3
COCCCN1C(=O)c2ccc(C(=O)Nc3ccc(OC)cc3OC)cc2C1=O | -3.1 | -15.4 | 2.8 | -16.6 | 5.3 | -7.7 | -2.9 | -1.8 | -2.7
N/C(=N\c1nc2ccccc2o1)NC(=O)C(Cc1ccccc1)N1C(=O)c2ccccc2C1=O (stereo not given) | 5.1 | -19.6 | -15.1 | 9.7 | -0.5 | 5.4 | -5.0 | -7.0 | -4.9
O=C(C1CCCN(Cc2cccs2)C1)N1CCCCCC1 (stereo not given) | 2.0 | 7.1 | -6.2 | -2.8 | -0.3 | 1.1 | -0.7 | -8.8 | -4.0
O=C1Nc2ccc([N+](=O)[O-])cc2OC1CCN1CCCC1 (stereo not given) | 2.8 | -0.8 | -1.6 | 3.2 | 0.1 | -9.8 | -1.1 | 1.9 | -2.5
C[C@]12C=CC(=O)C=C1CC[C@@H]1[C@@H]2C(=O)C[C@@]2(C)[C@H]1CC[C@]2(O)C(=O)COC(=O)CCC(=O)O | -5.8 | -30.1 | -1.8 | 2.0 | 5.7 | 0.9 | -3.3 | 13.9 | -1.1

Compound activity (PubChem)

Outcome played no part in choosing rows. About 3.6% of those tested had a hit in this group.
